# Screens (PubChem BioAssay)
# aSyn 5UTR inh – MLPCN primary screen, SNCA 5' untranslated region. alpha-synuclein 5'UTR reporter, inhibitor activity. 300,000 tested, 0.82% active. inhibition, % (tested at 7.5 µM); in the data active means inhibition above about 60%; inconclusive means no clear call, values can overlap the other calls;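 further: H4 neuroglioblastoma cells stably carrying SNCA 5'UTR luciferase fusion; 0% = DMSO wells and 100% = positive control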
# AI-2 QS modul – modulators of Vibrio harveyi AI-2 quorum sensing system; Vibrio harveyi JMH597 AI-2 luminescence/OD600 ratio, 9 h; hits give low values; strain lacks LuxN and CqsS sensors; 0 = neutral-control median; activity change, % at 7.5 µM; 300,000 tested, 0.4% active; AID 2094; in the data active means activity change below about -75%, passing the limit was not always enough; inconclusive means no clear call, values can overlap the other calls;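 further: luminescence divided by OD600 gain over 9 h not by final OD600 alone; inactives centre near 13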
# GSK3beta inhib – human GSK3beta kinase inhibition; activity score (negative = inhibition), % at 10 µM; AID 2097; 300,000 tested, 0.038% active; GST-GSK3beta kinase, ADP-Glo luminescence, 60 min; hits give low values; P49841;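 active means more than half of replicate wells score below -50%, meaning over 50% inhibition versus plate controls; inconclusive means some replicates but at most half score below -50%; inactive means no replicate scores below -50%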;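 further: 0% = median DMSO wells and -100% = median GW8510 positive control wells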
# Target sequence (P49841 whole entry, looked up): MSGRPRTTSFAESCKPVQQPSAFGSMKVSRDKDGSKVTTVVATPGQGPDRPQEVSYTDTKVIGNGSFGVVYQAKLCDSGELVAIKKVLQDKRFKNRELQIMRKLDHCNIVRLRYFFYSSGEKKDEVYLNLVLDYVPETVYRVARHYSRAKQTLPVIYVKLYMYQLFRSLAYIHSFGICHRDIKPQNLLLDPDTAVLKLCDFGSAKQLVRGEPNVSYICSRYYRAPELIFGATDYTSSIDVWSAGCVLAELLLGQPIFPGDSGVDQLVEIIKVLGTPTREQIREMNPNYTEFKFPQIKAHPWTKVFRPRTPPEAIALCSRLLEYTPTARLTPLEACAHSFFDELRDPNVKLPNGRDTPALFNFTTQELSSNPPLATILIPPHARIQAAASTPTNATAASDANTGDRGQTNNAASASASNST
#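 Test system: GST-fused GSK3beta enzyme, cell-free | Quantity: 1.6 ng GST-GSK3beta enzyme per well | Reagent: 25 µM ATP with peptide substrate | Schedule: 60 min enzyme reaction, room temperature | Signal: Luminescent ADP-Glo measurement of ADP formed | Read-out basis: Score relative to plate controls | Control set: DMSO and 20 µM GW8510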
# HIF activator – HIF pathway transcriptional activation. U2OS HRE-luciferase reporter, luminescence; normalized: DMSO 0%, desferrioxamine 100%. activation, % at 7.5 µM (by protocol). 300,000 tested, 0.32% active. AID 1910;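 active means mean activation of at least 10% of the iron chelator positive control signal, with at least half of replicates also reaching 10%; inconclusive means mean and replicate majority disagree about reaching 10%; inactive means mean and most replicates under 10%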
# HSF1 inhib – HSF1 inhibition. activity change, negative = inhibition, % at 7.5 µM (by protocol). 300,000 tested, 0.77% active. NIH3T3-HGL HSE-luciferase, MG132-induced, luminescence 8 h; hits give low values. AID 2098;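 active means more than half of replicate wells show activity change below -50%, luminescence cut by over half; inconclusive means some wells, but at most half, below -50%; inactive means no replicate well below -50%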;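 further: luciferase reports HSF-1 transcriptional activity via heat shock element; 0% = median of DMSO wells and -100% = zero luminescence signal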
# HSP90 refold inh – blocks HSP90-mediated luciferase refolding in reticulocyte lysate; Rabbit reticulocyte lysate, luciferase refolding luminescence, 3 h; inhibition, % at 5.6 µM; 290,000 tested, 0.91% active;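 active means inhibition above the screen-wide mean plus 3 SD, computed separately per campaign, cut at about 16% in these data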;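 further: 0% = DMSO wells and 100% = 60 µM geldanamycin wells; inhibitors lower the luminescence because luciferase stays unfolded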
# GSK3 alpha inh – inhibitors of human GSK-3 alpha kinase; ADP-Glo luminescence, 60 min; inhibition, % at 10 µM; 320,000 tested, 0.1% active;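 in the data active means inhibition above about 50%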;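 further: GST-tagged GSK-3 alpha with peptide substrate and 25 µM ATP; 0% = DMSO neutral wells and 100% = GW8510 positive control wells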
# Target sequence (P49840 whole entry, looked up): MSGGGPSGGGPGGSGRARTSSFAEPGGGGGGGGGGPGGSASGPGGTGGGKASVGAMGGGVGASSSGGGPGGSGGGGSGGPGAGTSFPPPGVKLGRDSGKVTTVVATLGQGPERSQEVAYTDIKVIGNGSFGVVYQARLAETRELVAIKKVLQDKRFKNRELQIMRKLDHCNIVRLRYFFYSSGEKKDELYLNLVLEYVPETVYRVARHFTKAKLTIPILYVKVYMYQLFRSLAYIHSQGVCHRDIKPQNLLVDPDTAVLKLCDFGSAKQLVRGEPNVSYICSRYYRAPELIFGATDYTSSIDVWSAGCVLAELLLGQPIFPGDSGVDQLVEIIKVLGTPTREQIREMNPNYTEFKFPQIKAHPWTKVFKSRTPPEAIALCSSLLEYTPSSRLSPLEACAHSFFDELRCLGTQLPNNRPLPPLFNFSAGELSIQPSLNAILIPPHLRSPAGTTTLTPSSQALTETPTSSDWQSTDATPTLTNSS
# KLF5 inhibitor – kruppel-like factor 5 inhibition; 290,000 tested, 0.23% active; inhibition, % at 5 µM; DLD-1 KLF5 promoter-luciferase reporter, luminescence; AID 1700;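 active means inhibition above a per-plate limit of that plate's mean compound inhibition plus 3 SD, cut at about 60% in these data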;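 further: 0% = DMSO wells and 100% = LY294002 at 200 µM; higher means less KLF5 promoter-driven luciferase light; inactives centre near -14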
# IEC-6 cytotox – IEC-6 cytotoxicity, counter-screen for KLF5 inhibitors | luminescence viability | inhibition, % at 5 µM | 290,000 tested, 0.78% active; in the data active means inhibition above about 22%;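 further: 0% = plate median of test compound wells and 100% = cytotoxic reference compound wells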
# HSF-1 act – increases HSF-1 driven luciferase reporter signal; activation, % at 9 µM; 300,000 tested, 1.7% active; NIH3T3-HGL HSF-1 luciferase reporter, MG132, 8 h; 100% = twice DMSO control signal;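 active means mean replicate activation of at least 50% with a set share of replicates each reaching 50%; inconclusive means only one of those two conditions met; inactive means mean below 50% and too few replicates reaching it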;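 further: 0% = median of the neutral control wells and 100% = twice that signal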
# Active calls of the source: *; ? = inconclusive; nt = no result given. Random draw from the library; about 4.7% have a hit in one of these screens.
SMILES,aSyn 5UTR inh,AI-2 QS modul,GSK3beta inhib,HIF activator,HSF1 inhib,HSP90 refold inh,GSK3 alpha inh,KLF5 inhibitor,IEC-6 cytotox,HSF-1 act
CSc1nc(-c2ccc(F)cc2)cc(=O)[nH]1,18,21,1,-0.3,-10,-4,3,-26,-2,0
COc1ccc(NC(=O)C2CC(c3ccc(OC)c(OC)c3)=NO2)cc1OC (stereo unspecified),-3,15,3,0.0,1,-4,-1,-28,-2,-8
CCCn1c2ccc(C)cc2c2nnc(SCCN3CCOCC3)nc21,40,2,2,-2.4,-4,-2,1,-21,-1,-11
CCOc1ccc(-n2c(C)cc(/C=C3/C(=N)N4C(=NC3=O)SN=C4S(C)(=O)=O)c2C)cc1,4,15,2,-0.4,-9,-3,-2,-34,1,2
COc1cccc(NC(=O)c2ccccc2-c2ccccc2)c1,-12,16,-1,-0.2,-3,1,0,-15,3,19
CC(=O)Nc1ccc(-c2ccc3nnc(C)n3n2)cc1,-16,41,-6,0.1,-4,-1,0,-6,2,4
Cc1ccccc1Nc1cc(C(=O)NCC2CCCO2)c2ccccc2n1 (stereo unspecified),10,3,1,-0.1,-4,-5,-2,-31,5,-23
c1ccc(-c2nc3c4ccccc4ccn3c2CN2CCCCC2)cc1,-21,27,2,0.3,15,-3,0,-9,12,11
Cc1noc(C)c1C(=O)OCC(=O)NCCC1=CCCCC1,-4,42,1,-0.2,-4,-1,0,-5,5,18
O=C(NNc1cccc(Cl)n1)C(F)(F)F,-15,11,-1,-0.1,2,0,1,-30,-3,-6
CS(=O)(=O)NN1C(=O)c2ccccc2NC1c1cccs1 (stereo unspecified),19,20,1,-0.3,3,0,-1,-4,1,7
COC(=O)c1ccc(NS(=O)(=O)c2cccc3cccnc23)cc1,-8,17,1,-0.2,-4,-6,1,-9,-6,3
Cc1ccccc1Cn1cc(NC(=O)c2noc3c2CC(C(C)(C)C)CC3)cn1 (stereo unspecified),23,10,-5,-0.8,15,1,-2,1,3,46
Cc1ccc(NC(=O)CC2Oc3ccc(C)cc3NC2=O)c(C)c1 (stereo unspecified),11,-1,-4,-1.3,-3,-1,-2,-17,9,17
O=C(Cc1ccc(Cl)cc1)Nc1ccc2c(c1)C(=O)NC2=O,19,-2,0,0.1,-9,-2,6,-21,-7,-15
O=S(=O)(NC(=NCc1ccccc1)c1ccccc1F)c1ccccc1,5,9,-2,-0.2,-10,-3,2,6,3,-1
O=C(CN1CCN(S(=O)(=O)c2ccc(F)cc2)CC1)Nc1ccc2c(c1)OCCO2,-13,0,0,0.1,-12,4,-1,-5,6,-34
O=C(CCS(=O)(=O)Cc1ccc(Cl)cc1)NCCc1ccccc1,-26,4,3,0.1,-4,-1,-2,-13,-6,13
COc1ccc(S(=O)(=O)NCc2ccncc2)cc1NC(=O)c1ccc(Cl)cc1,9,10,-2,-1.8,2,nt,0,nt,nt,-4
CCOc1ccc(OCCN2C(=O)NC(Cc3c[nH]c4ccccc34)C2=O)cc1 (stereo unspecified),-2,27,0,-0.2,7,-1,7,-13,-4,5
O=C(NNC(=O)c1ccc2nonc2c1)Nc1ccc(Cl)cc1,8,21,1,0.4,15,0,-3,-26,0,39
CCOC(=O)Cc1nnc(NC(=O)Nc2ccccc2)s1,-19,28,-1,-0.5,-6,0,-2,-10,10,4
O=C(CN1CCC(C(=O)c2cccc(Cl)c2)CC1)Nc1cccc(C(=O)O)c1,30,13,-2,-0.2,-7,1,1,-19,0,-4
CC(=O)Nc1ccc(NC(=O)[C@@H]2CCCC[C@@H]2C(=O)O)cc1,-12,-16,1,0.1,-3,-2,4,-28,-7,4
CC1(C)Oc2ccc(/C=C/C(=O)N3CCOCC3)c(O)c2C(N2CCOCC2)C1O (stereo unspecified),-18,13,0,0.3,-22,-1,2,-23,-3,-33
CCC(=O)Nc1nc(-c2ccccc2)nc(SC)c1C(C)=O,-10,12,-1,0.6,-2,-1,0,-19,4,-3
O=C(Nc1cccnc1)c1cnc2ccccc2n1,-73,14,2,1.1,3,-1,1,5,-2,9
CCC(C)Nc1nc(N)c([N+](=O)[O-])c(NC2CCCCC2)n1 (stereo unspecified),102*,1,1,-0.1,8,5,45,-4,10,19
COc1cccc2cc(C(C)N(CCCN3CCOCC3)C(=S)Nc3cccc(C)c3C)oc12 (stereo unspecified),13,5,0,-0.3,-8,4,-3,-23,2,-6
CC1Cc2cc(/C=C3/SC(N4CCC(C(N)=O)CC4)=NC3=O)ccc2O1 (stereo unspecified),-8,23,1,2.2,-5,-3,6,-8,-5,-15
Cc1ccc(C(=O)c2c3ccc(C(F)(F)F)cc3[n+]([O-])n2CCCN)cc1,-12,1,0,3.2,4,nt,2,nt,nt,16
Cc1nn(-c2nc3ccccc3s2)c(C)c1Oc1ccccc1O,-77,0,2,2.2,48,-1,2,-139,0,?
CSc1ccc(CN(C)CC(=O)NC(C)c2ccccc2)cc1 (stereo unspecified),6,17,-4,-0.8,0,-4,0,-28,3,-5
O=C(O)c1ccc2c(=O)n(-c3ccc(F)c(Cl)c3)c(=S)[nH]c2c1,-1,6,-3,0.2,-2,0,-4,-25,-7,11
CCOCc1nnc(NS(C)(=O)=O)s1,16,25,-2,-0.2,-4,-1,-2,-26,1,-27
c1ccc(OCC2CCNCC2)nc1,6,6,0,0.4,-5,0,-4,-11,8,7

# By substructure: the entries above with an NH in an aromatic ring
SMILES,aSyn 5UTR inh,AI-2 QS modul,GSK3beta inhib,HIF activator,HSF1 inhib,HSP90 refold inh,GSK3 alpha inh,KLF5 inhibitor,IEC-6 cytotox,HSF-1 act
CSc1nc(-c2ccc(F)cc2)cc(=O)[nH]1,18,21,1,-0.3,-10,-4,3,-26,-2,0
CCOc1ccc(OCCN2C(=O)NC(Cc3c[nH]c4ccccc34)C2=O)cc1 (stereo unspecified),-2,27,0,-0.2,7,-1,7,-13,-4,5
O=C(O)c1ccc2c(=O)n(-c3ccc(F)c(Cl)c3)c(=S)[nH]c2c1,-1,6,-3,0.2,-2,0,-4,-25,-7,11

# Other compounds.
SMILES,aSyn 5UTR inh,AI-2 QS modul,GSK3beta inhib,HIF activator,HSF1 inhib,HSP90 refold inh,GSK3 alpha inh,KLF5 inhibitor,IEC-6 cytotox,HSF-1 act
O=C(NNC(=O)c1ccc([N+](=O)[O-])cc1C(=O)O)c1ccncc1,4,-1,0,-1.8,-8,-4,-1,-26,1,-19
Clc1ccc(-c2nnc3cccc(Cl)n23)c(Cl)c1,13,32,2,0.3,-4,-1,1,-5,-2,-14
O=C(Cc1cn2ccsc2n1)Nc1nc2c(s1)CN(Cc1ccccc1)CC2,-27,27,0,-1.1,-6,5,8,-11,0,-3
CCOc1ccc(Nc2ncnc3c2cnn3Cc2ccccc2)cc1,51,-3,4,nt,-6,23*,2,12,6,3
CS(=O)(=O)Nc1cccc(C2=NN(S(=O)(=O)c3ccccc3)C(c3ccco3)C2)c1 (stereo unspecified),2,23,0,-0.6,-2,3,-2,-11,5,9
CC(=O)c1cccc(NC(=O)COC(=O)[C@@H](NC(=O)OCc2ccccc2)C(C)C)c1,-7,6,1,-0.6,-1,1,1,-3,-2,-16
CCCN1C(=S)SC(C)(C)C1/[N+]([O-])=C/c1cccnc1 (stereo unspecified),11,0,0,1.1,-1,2,-2,-4,-1,-12
COc1ccc(CCNC(=O)CSCc2ccc([N+](=O)[O-])cc2)cc1,22,1,-1,-0.1,3,2,4,-24,0,13
COc1ccc(S(=O)(=O)N2CCOC2CNC(=O)C(=O)NCCc2ccccc2)cc1 (stereo unspecified),2,13,0,-0.1,-1,1,-3,-9,-3,17
COc1ccc(-c2cc(C(=O)Nc3cc(C)on3)no2)cc1,-71,-9,2,2.3,-4,-4,-3,-18,1,-7
COc1cc(/C=N/NS(=O)(=O)c2ccccc2)c(OC)c(OC)c1,3,17,6,-8.4,-11,-1,-2,-33,-6,-19
COC(=O)c1cc(NC(=O)C23CCC(C)(C(=O)O2)C3(C)C)cc(C(=O)OC)c1 (stereo unspecified),11,19,-3,-0.3,-8,-2,2,-18,8,-1
CCOc1ccc(NC(=S)N2CCC(NC(=O)c3ccccc3)CC2)cc1,12,nt,nt,-0.8,-5,2,0,-3,4,-7
Cc1c(C(=O)N2CCOCC2)oc2c1C(=O)CC(C)(C)C2,16,7,3,-0.2,-4,-2,-3,-25,-1,-8
COc1ccc(S(=O)(=O)N2CCOCC2)cc1C(=O)Nc1ccc2c(c1)OCO2,18,25,1,0.0,2,-4,0,-24,-4,6
CC(NC(=O)CNC(=O)C1O[C@@H]2OC(C)(C)O[C@@H]2[C@H]2OC(C)(C)O[C@@H]12)C(=O)O (stereo partly specified),-43,19,-6,0.0,-10,4,-3,-49,-7,15
Cc1cc2c(=O)n(Cc3ccco3)c(SCC(=O)c3ccc(Cl)s3)nc2s1,-5,35,1,-0.1,27,6,-3,-6,3,78*
CCn1c2ccccc2c2cc(NC(=O)CSc3nnc(-c4cccc(Cl)c4)o3)ccc21,-53,16,2,0.0,-1,2,-1,-17,0,-7
Cc1ccc(C2C=NN(c3ccccc3)C2=O)cc1 (stereo unspecified),-64,17,4,2.8,-5,2,-1,-59,-2,-7
O=C(CNCc1cccs1)NC12CC3CC(CC(C3)C1)C2,2,14,-4,0.9,2,0,0,-67,1,-10
CCC(c1nnnn1Cc1ccco1)N(Cc1cc2cc(OC)ccc2[nH]c1=O)C1CCCCC1 (stereo unspecified),15,36,7,0.2,120,-1,-1,0,-6,136*
CC1CCCC(NC(=O)COC(=O)c2sc3ccccc3c2Cl)C1C (stereo unspecified),-8,15,-1,-0.7,-6,-1,10,0,-1,16
Cc1ccc(C)c(CN2CCCN(Cc3cc(C)ccc3C)S2(=O)=O)c1,-5,6,6,-0.5,-5,4,0,1,4,-4
CSc1n[nH]c(NCc2ccccc2)n1,-11,32,3,-0.1,-1,0,-2,-36,-1,-19
CC(=O)NN(O)C1N(C)C(=O)N(Cc2ccccc2)C1(C)C (stereo unspecified),-7,14,0,0.0,6,nt,6,nt,nt,6
CN1CCN(C(=O)CN(CCc2ccccc2)S(C)(=O)=O)CC1,-11,17,0,-0.4,10,3,-3,-15,-4,19
O=C(c1ccc2c(=O)n3c(nc2c1)CCCCC3)N1CCN(c2ccc(Cl)cc2)CC1,18,23,-2,0.1,-6,-1,-1,-9,5,-26
COC(=O)c1c(NC(=O)CSc2n[nH]c(N)n2)sc(C)c1C,10,18,-4,1.1,-6,3,0,9,10,-21
CC(Oc1ccc(Cl)cc1)C(=O)NCCCn1ccnc1 (stereo unspecified),30,10,0,-0.1,-3,1,-2,4,3,-5
CCc1ccc(N(C(C)=O)c2nc(CCl)cs2)cc1,-29,-9,2,-1.6,-7,-1,-1,-1,1,2
CCCCCn1c(=S)[nH]c2ncccc2c1=O,1,16,0,-0.5,3,-3,6,-4,-2,9
